AMA1-RON2 inh = qHTS for Inhibitors of AMA1-RON; Towards Development of Antimalarial Drug Lead: Primary Screen | Plasmodium falciparum AMA1 (3D7) - RON2 peptide interaction | AlphaScreen AMA1-biotinylated RON2 peptide binding | Potency, µM (top dose mostly 58.2 µM), without a hit: top-dose activity change, negative = inhibition, hits mostly inhibitors | 0.2% of 360,000 active | AID 720542, 2013;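 further: potency means the concentration at half of the fitted maximal effect; 0% = vehicle wells and -100% = peptide control; nearly all actives have a fitted effect of over 45% in size; some results filed as inactive show a strong effect at the top dose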
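AMA1 (3D7) with his tag at 25 nM final met compounds first, then biotinylated RON2 peptide at 25 nM; detection used donor plus acceptor beads, 10 µg/mL apiece, read by AlphaScreen after 30 min at room temperature.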
Sm TGR block = qHTS Assay for the Inhibitors of Schistosoma Mansoni Peroxiredoxins; Schistosoma mansoni thioredoxin glutathione reductase (TGR), Q962Y6; purified TGR, DTNB reduction, TNB absorbance 405 nm; Potency, µM (highest dose often 114 µM), without a hit: at the top dose activity change, negative = inhibition, usual class: inhibitors; 3% of 360,000 active; AID 485364, 2010; further: potency means the concentration at half of the fitted maximal effect; nearly all actives have a fitted effect of over 60% in size
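First, TGR (20 nM dispensed) and NADPH were mixed with compound. Second, a 15 min room-temperature incubation followed. Third, further NADPH and then DTNB were added to start the reaction. Finally, TNB absorbance was monitored kinetically.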
HCMV inh = qHTS Assay for inhibitors of the human cytomegalovirus (HCMV) | HFF cells, HCMV-luciferase reporter, 72 h; hits give low values | activity change, negative = inhibition, % at 57.5 µM | 4.5% of 410,000 active; in the data active means activity change below about -60%; inconclusive means no clear call, values can overlap the other calls; inactive means above about -39%
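HFF cells seeded 16 h at 37C, treated with compounds, infected with luciferase-reporter HCMV at MOI 1 PFU/cell; luciferase read at 72 h post infection, normalized to buffer-only and Salinomycin controls.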
FBPA Giardia inh = qHTS Assay for Inhibitors of Fructose-1,6-bisphosphate Aldolase from Giardia Lamblia. Potency, µM (series often up to 59.6 µM), inactives show at the top dose activity, negative = inhibition, most hits filed as inhibitors. purified Giardia FBPA. A8B2U2. 0.71% of 290,000 active; further: potency means the concentration at half of the fitted maximal effect; nearly all actives have a fitted effect of over 55% in size
Target sequence (A8B2U2 whole entry, looked up): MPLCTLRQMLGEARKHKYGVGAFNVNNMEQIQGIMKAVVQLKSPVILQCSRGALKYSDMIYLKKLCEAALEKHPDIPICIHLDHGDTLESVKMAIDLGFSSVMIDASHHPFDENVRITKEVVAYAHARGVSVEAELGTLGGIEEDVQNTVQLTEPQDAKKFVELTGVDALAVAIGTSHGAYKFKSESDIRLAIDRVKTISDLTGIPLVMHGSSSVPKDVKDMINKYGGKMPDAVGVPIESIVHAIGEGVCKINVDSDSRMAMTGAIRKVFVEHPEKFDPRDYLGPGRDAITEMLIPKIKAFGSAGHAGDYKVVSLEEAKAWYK
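40 nM FBPA preincubated 10 min at RT with compound (up to 57.5 uM final), then substrate plus GAPDH/TPI/NAD/arsenate coupling and diaphorase/resazurin added. Fluorescence read after 20 min at RT, 525/598 nm.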
AmpC detergent = qHTS Inhibitors of AmpC Beta-Lactamase (assay with detergent). AmpC hydrolysis of nitrocefin, absorbance 480 nm, 0.01% Triton. Potency, µM (series often up to 114 µM), without a hit: at the highest dose activity change, negative = inhibition, most hits filed as inhibitors. 0.041% of 370,000 active;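 further: potency means the concentration at half of the fitted maximal effect; 0% = no-compound wells and -100% = no-enzyme wells; nearly all actives have a fitted effect of over 25% in size; some results filed as inactive show a strong effect at the top dose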
Target sequence (P00811 whole entry, looked up): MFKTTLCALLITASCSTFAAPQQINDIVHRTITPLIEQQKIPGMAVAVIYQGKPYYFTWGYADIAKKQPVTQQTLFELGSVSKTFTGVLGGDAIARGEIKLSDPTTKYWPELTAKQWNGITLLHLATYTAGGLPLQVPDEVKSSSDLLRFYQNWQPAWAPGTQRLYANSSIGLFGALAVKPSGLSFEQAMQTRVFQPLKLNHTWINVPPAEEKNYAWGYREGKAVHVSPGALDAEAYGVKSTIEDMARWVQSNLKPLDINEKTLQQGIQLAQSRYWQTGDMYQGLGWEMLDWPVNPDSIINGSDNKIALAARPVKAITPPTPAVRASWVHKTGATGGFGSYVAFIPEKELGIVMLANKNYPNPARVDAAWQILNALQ
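AmpC (5.3 nM in the dispensed reagent) in 20 mM phosphate pH 7.0 with 0.01% (detergent screen) or 0.0001% Triton X-100 was preincubated with compounds for 15 min at room temperature. Nitrocefin was then added from an 800 uM solution, and hydrolysis was followed at 480 nm.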
AmpC no deterg = qHTS Inhibitors of AmpC Beta-Lactamase (assay without detergent); P00811; AmpC nitrocefin hydrolysis, absorbance 480 nm, 0.0001% Triton; Potency, µM (titrated, usually from 57.1 µM), for the others: at the highest dose activity change, negative = inhibition, usual class: inhibitors; 0.52% of 330,000 active;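 further: potency means the concentration at half of the fitted maximal effect; plate controls were no compound for no effect and no enzyme for full effect; nearly all actives have a fitted effect of over 20% in size; some results filed as inactive show a strong effect at the top dose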
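AmpC (5.3 nM in the dispensed reagent) in 20 mM phosphate pH 7.0 with 0.01% (detergent screen) or 0.0001% Triton X-100 was preincubated with compounds for 15 min at room temperature. Nitrocefin was then added from an 800 uM solution, and hydrolysis was followed at 480 nm.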
* marks the source's active call; other numbers are inactive results; u = inconclusive; x = not tested or not shown; + = active, no number; & = joins results of further samples; [ ] = another dose, or the depositor's remark. Unless noted, the call rests on the fitted dose curve; in most records, active means well fitted curve in the direction sought with a large enough effect; inconclusive means small, poorly fitted or top-dose-only effect, or another doubt; inactive means no such curve, though single readings can be large; an effect the other way counts as inactive or inconclusive. Unless noted, on the % scale 0 is the no-effect control and ±100 the full control effect.

SMILES	AMA1-RON2 inh	Sm TGR block	HCMV inh	FBPA Giardia inh	AmpC detergent	AmpC no deterg
O=C(C[C@@H]1C/C=C\C[C@@H](Cc2ccc(F)cc2)C(=O)OCCNC1=O)N[C@H](CO)Cc1ccccc1	-3%	x	10	x	x	179%[activator]
O=C(Oc1ccccc1C(=O)Nc1ccccc1)c1ccc(Br)c([N+](=O)[O-])c1	-2%	u	-18	1%	4%	-37%
COc1ccccc1CNS(=O)(=O)c1c(C)nc2sccn2c1=O	-2%	-7%&1%	-28&11	-1%	-14%&-7%	-9%
O=C(O)c1ccc(N/N=C/c2cccc(C(F)(F)F)c2)cc1	0%	-7%	62	2%	2%	-18%
Cc1c(C(=O)Nc2cccc(C(F)(F)F)c2)sc2nc3n(c(=O)c12)CCC3	x	1%	-37	x	23%	x
O=C(COC(=O)c1cccc(S(=O)(=O)N2CCOCC2)c1)NCc1ccccc1	3%	x	u	x	x	-13%
CCCCCC(=O)NC(=S)Nc1ccc2oc(=O)ccc2c1	18%	-28%	-30	1%	-10%	-28%
CCC(C)NC(=O)C1CCC(=O)N(c2ccc3c(c2)OCO3)C1c1ccc(OC)cc1 (centres undefined)	13%	2%	-62*	-2%	-14%	u
O=c1cc(CN2CCc3ccccc3C2)nc2sccn12	-13%	x	66	-21%	6%	27%
O=C(CCNC(=O)c1ccc([N+](=O)[O-])cc1)Nc1ccc(F)cc1F	-2%	5%	-2	9%	-3%	-18%
CCn1c2ccccc2c2nnc(SCC(=O)c3c(N)n(C)c(=O)n(C)c3=O)nc21	-3%	-2%	-29	-4%	-10%	-11%
Fc1cccc(CNc2ncnc3ccc(-c4cccc(Cl)c4)cc23)c1	x	4%	x	x	u	-25%
COCCNC(=O)C1CCN(S(=O)(=O)N2CCC3(CC2)OCCO3)CC1	6%	-15%	19	5%	0%	-5%
O=C1c2ccc([N+](=O)[O-])cc2C(=O)N1c1c[nH]c(=O)[nH]c1=O	6%	3%	96	-17%	0%	-1%
O=C1c2ccccc2CC1Sc1nnc(-c2ccccn2)o1 (centres undefined)	107%[activator]	45µM*	89	-8%	u	-15%
CSCC[C@H](NC(=O)C1=NN(c2c(F)c(F)cc(F)c2F)C(=O)CC1)c1nc2ccccc2[nH]1	66%[activator]	3%	-8	1%	-9%	-16%
O=C(c1ccc(N2CCOCC2)c([N+](=O)[O-])c1)N1CCN(c2ccccc2F)CC1	-25%	x	-78*	x	x	101%[activator]
Cc1ccc(NC(=O)/C(=C\c2cccs2)NC(=O)c2ccccc2)cc1	0%	2%	u	7%	-14%	-25%
CC1=C(C(=O)OCc2ccccc2)C(c2ccoc2)C(C#N)=C(N)O1 (centres undefined)	-2%	u	23	-28%	4%	-23%
CCc1ccc(N(CC(=O)NCc2ccc(OC)cc2)C(=O)CCC(=O)Nc2ccccn2)cc1	24%	-1%	11	8%	-7%	43%
Cn1c(SCc2ccccc2)nnc1-c1c[nH]c2ccccc12	-4%	0%	26	5%	u	25µM*
Cc1ccc(OCC(=O)NNC(=O)CCc2ccccc2)cc1	20%	14%	-3	-3%	-12%	-15%
Cc1cccc(S(=O)(=O)NC(Cc2c[nH]c3ccccc23)C(=O)O)c1 (centres undefined)	-2%	-4%	37	3%	-2%	-10%
O=C(CCN=C1NS(=O)(=O)c2ccccc21)OCC(=O)c1ccccc1Cl	0%	-20%	28	x	4%	40µM*
Cn1c(SCC(=O)NCc2ccco2)nnc1-c1ccc(S(=O)(=O)N2CCOCC2)cc1	-1%	u	6	4%	u	-8%
CC(=O)c1cccc(NC(=O)C(C)OC(=O)c2ccc(-n3cnnn3)cc2)c1 (centres undefined)	11%	0%	-25	x	0%	-40%
CNC(=O)C1CCC(=O)N1Cc1ccc(C)cc1 (centres undefined)	3%	-8%	40	2%	0%	1%
O=C(NCc1cccnc1)C(=O)Nc1ccc2c(c1)OCO2	5%	-2%	18	3%	1%	-9%
CCOP(=O)(OCC)C(Nc1cccc(C(F)(F)F)c1)c1ccc(F)cc1 (centres undefined)	10%	-14%	-37	-4%	u	133%[activator]
COc1ccc(CN2CCN(CC=C(C)C)C(CCO)C2)cc1Cn1cccn1 (centres undefined)	2%	-10%	u	0%	-5%	17%
CCOC(=O)C1=C(C)N(C[C@@H]2CC[C@@H](Cc3ccc(-c4ccccc4)cc3)O2)C(=O)NC1c1cccc2ccccc12 (some centres undefined)	4%	x	-14	x	x	u
CCCCSCCCNC(=O)CCCN1C(=O)c2ccccc2Sc2ncccc21	-9%	2%	-16	-3%	-7%	99%[activator]
CN1CCN(c2ccc(CNS(=O)(=O)c3ccc(Cl)cc3)cc2)CC1	-5%	-1%	41	0%	1%	-9%
CC(C)(C)c1ccc(C(=O)NCCn2c(N)c(C#N)c3nc4ccccc4nc32)cc1	2%	-8%	-38	0%	-1%	202%[activator]
CCc1ccc(NC(=O)c2cnc(N3CCN(c4ccccn4)CC3)c3ccccc23)cc1	u	6%	-19	-3%	-7%	-38%
O=C(NCCc1ccccc1)c1cnc(Cl)c(Cl)c1	-6%	-5%	1	0%	u	-20%

Four compounds drawn at random from the list so far, as already listed:
SMILES	AMA1-RON2 inh	Sm TGR block	HCMV inh	FBPA Giardia inh	AmpC detergent	AmpC no deterg
CC1=C(C(=O)OCc2ccccc2)C(c2ccoc2)C(C#N)=C(N)O1 (centres undefined)	-2%	u	23	-28%	4%	-23%
Cc1cccc(S(=O)(=O)NC(Cc2c[nH]c3ccccc23)C(=O)O)c1 (centres undefined)	-2%	-4%	37	3%	-2%	-10%
CCC(C)NC(=O)C1CCC(=O)N(c2ccc3c(c2)OCO3)C1c1ccc(OC)cc1 (centres undefined)	13%	2%	-62*	-2%	-14%	u
O=C(CCN=C1NS(=O)(=O)c2ccccc21)OCC(=O)c1ccccc1Cl	0%	-20%	28	x	4%	40µM*

Next records follow:
SMILES	AMA1-RON2 inh	Sm TGR block	HCMV inh	FBPA Giardia inh	AmpC detergent	AmpC no deterg
Cc1ccc(Cc2cnc(NC(=O)/C(C#N)=C/c3ccc(-c4ccccc4[N+](=O)[O-])o3)s2)cc1	75%[activator]	-1%	-30	12%	-3%	-43%
COC(=O)c1ccc(NC(=O)c2cnn(-c3ccc(Cl)cc3)c2C2CCN(C(=O)OC(C)(C)C)CC2)cc1	x	-9%	+	x	-4%	x
COc1ccc(CCNC(=O)CCCn2c(SCC#N)nc3ccccc3c2=O)cc1OC	-3%	-27%	-33	2%	-14%	35%
CC1=C(C(=O)OCc2ccccc2)C(c2ccc([N+](=O)[O-])cc2)NC(=O)N1 (centres undefined)	-6%	-4%	-35	5%	-3%	-27%
CCOC(=O)c1c(NC(=S)NC(=O)c2ccc(Cn3cc(Cl)cn3)o2)sc2c1CCC(C)C2 (centres undefined)	7%	0%	-71*	0%	-3%	-36%
CC(C)[C@H](NC(=O)c1ccccc1)C(=O)OCC(=O)NCCC1=CCCCC1	9%	0%	2	1%	4%	-10%
O=c1oc2ccc(C#CC3(O)CCCCC3)cc2cc1-n1cc(C2(O)CCCCC2)nn1	0%	u	-20	x	-2%	-32%
Cc1ccccc1O	18%	x	14	x	x	0%
Cc1ccc(-c2nnc(SCC(=O)N3CCN(c4ccccc4)CC3)o2)cc1	-13%	19%	22	9%	-2%	-2%
CCOc1ccc(S(=O)(=O)N(C(C)=O)c2ccc3oc(C)c(C(=O)OC)c3c2)cc1	x	3%	-62*	x	4%	x
Cn1cnnc1Sc1nc([N+](=O)[O-])nn1C	-5%	17%	-6	-20%	4%	-2%
C=CCn1c(SCC(=O)N2c3ccccc3Sc3ccccc32)nnc1-c1ccco1	-14%	u	u	-1%	-4%	31%
S=C(NCCc1ccccn1)Nc1ccc(Cl)c(Cl)c1	8%	2%	-38	-1%	-12%	-38%
Cc1cccc(-c2nc3scc(CCNS(=O)(=O)c4ccc5c(c4)OCCO5)n3n2)c1	x	4%	5	x	1%	x
COc1cc(C(=O)Nc2nnc(CC(C)(C)C)s2)c([N+](=O)[O-])cc1OC	-1%	-5%	14	-24%	-7%	-13%
O=C(N/N=C/c1c[nH]c2ccccc12)c1cc(-c2ccc(-c3ccccc3)cc2)n[nH]1	45%[activator]	-19%	-74*	2%	u	-37%
CCOc1ncccc1C(=O)Nc1ccc2c(C)cc(=O)oc2c1	-10%	6%	109	2%	4%	-8%
O=C(NCc1ccco1)c1cc2nc(-c3ccc4c(c3)OCO4)cc(C(F)(F)F)n2n1	9%	8%	0	6%	-13%	40%
O=C1/C(=C\c2cc([N+](=O)[O-])ccc2O)SC(=S)N1Cc1ccc(Cl)cc1	-10%	-7%	-77*	0%	3%	3.5µM*
CN(C)c1nc(N(C)C)nc(N(C#N)Cc2ccc(Cl)cc2)n1	15%	-33%	-5	0%	-2%	-5%
COc1ccc(C2CC(c3cccs3)Nc3nnnn32)cc1 (centres undefined)	-2%	-7%	-15	10%	0%	-38%
COc1cc(/C=C/c2nc(C#N)c(NC3CCCCC3)o2)cc(OC)c1OC	x	-18%	140	x	0%	x
O=C(Nc1ccncc1)Nc1cccc(Cl)c1	-6%	-22%	14	6%	u	-49%
Cc1nc(Nc2cccc(O)c2)c2oc3ccccc3c2n1	4%	-2%	78	-25%	-7%	-28%
CCC(=O)NNc1nc2c(F)cccc2s1	121%[activator]	6%	38	-2%	1%	-10%
COC(=O)CSc1nnc(CNC(=O)c2ccc(S(=O)(=O)N(C)C)cc2)n1C	14%	10%	-13	-3%	0%	-9%
O=C(CSc1ncnc2ccccc12)Nc1ccc2c(c1)OCO2	-2%	0%	u	0%	-8%	-43%
COc1ccc(Cl)cc1/C=C(\C#N)C(N)=O	-1%	14%	29	-26%	-4%	-2%
O=C(Cc1ccc(Cl)cc1)NCc1nc(-c2ccccc2)no1	x	-1%	x	2%	0%	-22%
Fc1ccccc1N1CCN(c2nnnn2-c2ccccc2)CC1	10%	13%	u	3%	0%	-14%
COc1ccc(Nc2nc(Nc3ccc(OC)cc3)nc(-n3[nH]c(=O)c(C)c3C)n2)cc1	6%	-1%	13	0%	1%	36%
Cc1cccc(NS(=O)(=O)c2ccc3c(c2)NC(=O)CO3)c1C	3%	-24%	-38	x	-12%	-26%
NC(=O)c1ccc(NC(=O)COC(=O)CC(NC(=O)c2ccccc2Cl)c2ccccc2)cc1 (centres undefined)	3%	-2%	52	2%	-9%	-26%
Clc1cccc(Cl)c1-c1nnc2ccc(N3CCOCC3)nn12	7%	-7%	9	5%	2%	0.5µM*

Profiles, looked up by structure:
Shown for O=C(CSc1ncnc2ccccc12)Nc1ccc2c(c1)OCO2 → AMA1-RON2 inh: -2%; Sm TGR block: 0%; HCMV inh: u; FBPA Giardia inh: 0%; AmpC detergent: -8%; AmpC no deterg: -43%
Shown for Cc1cccc(NS(=O)(=O)c2ccc3c(c2)NC(=O)CO3)c1C → AMA1-RON2 inh: 3%; Sm TGR block: -24%; HCMV inh: -38; FBPA Giardia inh: x; AmpC detergent: -12%; AmpC no deterg: -26%
